High-throughput results as filed in PubChem BioAssay.
A3G deaminase: APOBEC3G (human) deaminase inhibition | hit rate 0.28% among 330,000 | inhibition, % at 20 µM | AID 493012 | recombinant A3G, ssDNA deamination FAM/TAMRA fluorescence | Q9HC16;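 active = inhibition of at least 40% at 20 µM, with no more than 30% in the related APOBEC3A deaminase screen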;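 note: plate controls were DMSO wells with A3G for no effect and wells lacking A3G enzyme for full effect; some compounds called inactive have numbers as strong as hits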
SENP8 block-1: SENP8 protease inhibition; Q96LD8; purified SENP8, Z-RLRGG-aminoluciferin cleavage, luminescence; inhibition, % at 10 µM; hit rate 1.2% among 330,000; AID 2540; in the data active = inhibition above about 50%
Target sequence (Q96LD8 whole entry, looked up): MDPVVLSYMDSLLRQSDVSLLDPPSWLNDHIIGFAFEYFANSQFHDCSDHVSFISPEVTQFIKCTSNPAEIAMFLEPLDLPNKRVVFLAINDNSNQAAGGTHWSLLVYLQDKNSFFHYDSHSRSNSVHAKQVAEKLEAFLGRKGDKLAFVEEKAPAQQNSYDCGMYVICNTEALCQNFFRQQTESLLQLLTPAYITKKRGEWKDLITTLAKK
UBC13 polyUb: inhibitors of human UBC13 polyubiquitin chain formation | TR-FRET | inhibition, % at 20 µM | P61088 | AID 485273 | hit rate 0.47% among 330,000; in the data active = inhibition above about 45%, passing the limit was not always enough
SENP1 FRET inh: blocks the human SENP1 SUMO protease catalytic domain | Q9P0U3 | recombinant SENP1 catalytic domain, CyPet-SUMO1-YPet FRET cleavage | inhibition, % at 10 µM | hit rate 0.21% among 360,000;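 active = inhibition at least 30% at 10 µM, raw YFP signal under a set limit, fluorescence ratio 0.5 to 1.5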;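 note: 0% = enzyme with DMSO and 100% = no enzyme wells; some results filed as inactive read as strong as hits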
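material = recombinant human SENP1 catalytic domain, His6-tagged | quantity = 20 pM enzyme | reagent = 25 nM SUMO1 FRET substrate | compound dosing = 10 µM single point, 0.5% DMSO | timing = 50 min enzyme reaction, room temperature, light-protected | detection = FRET, CFP and YFP emission | control set = no-enzyme low, enzyme-DMSO high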
Apaf1 inhib: human Apaf-1 inhibition | hit rate 0.71% among 330,000 | inhibition, % at 20 µM | O14727 | reconstituted apoptosome caspase-3 activity, DEVD-Rh110 fluorescence | AID 489030; active = inhibition of at least 40% at 20 µM;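 note: plate controls were DMSO wells for no effect and DEVD-CHO caspase inhibitor wells for full effect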
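detection = Rh110 fluorescence intensity | test system = biochemical Apaf-1 apoptosome reconstitution | also added = cytochrome c and DEVD-Rh110 substrate | schedule = 30 min plus 50 min, RT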
SENP7 inh: SENP7 protease inhibition; inhibition, % at 5 µM; AID 434973; Q9BQF6; hit rate 1.5% among 330,000; recombinant SENP7, Z-RLRGG-aminoluciferin luminescence, 40 min;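 active = inhibition above about 50% at the single test dose, limit read from the data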;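 note: plate controls were DMSO with enzyme for no effect and no enzyme buffer wells for full effect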
Target sequence (Q9BQF6 706-1050 limits assumed): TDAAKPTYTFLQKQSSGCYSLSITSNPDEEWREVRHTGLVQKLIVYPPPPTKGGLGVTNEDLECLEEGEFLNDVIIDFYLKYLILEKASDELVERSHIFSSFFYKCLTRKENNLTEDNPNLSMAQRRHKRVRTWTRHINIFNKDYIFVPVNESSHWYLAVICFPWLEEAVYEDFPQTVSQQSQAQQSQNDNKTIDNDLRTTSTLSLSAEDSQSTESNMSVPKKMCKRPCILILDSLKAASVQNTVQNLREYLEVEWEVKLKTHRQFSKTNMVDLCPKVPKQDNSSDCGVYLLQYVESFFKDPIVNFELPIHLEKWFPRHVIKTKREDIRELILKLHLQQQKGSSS
SENP8 block-2: inhibitors of human SENP8 protease; Q96LD8; recombinant SENP8, Nedd8 substrate fluorescence; hit rate 0.64% among 360,000; AID 602440; inhibition, % at 20 µM; in the data active = inhibition mostly above about 40%, no sharp cut-off; inactive = mostly below about 27%
SENP6 inh: blocks the human protease SENP6; Recombinant SENP6 catalytic domain, aminoluciferin luminescence; Q9GZR1; inhibition, % at 10 µM; hit rate 1.8% among 330,000;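 active = inhibition above about 50% at the single tested dose, limit read from the data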;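 note: plate controls were DMSO wells with enzyme for no effect and DMSO wells lacking enzyme for full effect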
Target sequence (Q9GZR1 628-1112 limits assumed): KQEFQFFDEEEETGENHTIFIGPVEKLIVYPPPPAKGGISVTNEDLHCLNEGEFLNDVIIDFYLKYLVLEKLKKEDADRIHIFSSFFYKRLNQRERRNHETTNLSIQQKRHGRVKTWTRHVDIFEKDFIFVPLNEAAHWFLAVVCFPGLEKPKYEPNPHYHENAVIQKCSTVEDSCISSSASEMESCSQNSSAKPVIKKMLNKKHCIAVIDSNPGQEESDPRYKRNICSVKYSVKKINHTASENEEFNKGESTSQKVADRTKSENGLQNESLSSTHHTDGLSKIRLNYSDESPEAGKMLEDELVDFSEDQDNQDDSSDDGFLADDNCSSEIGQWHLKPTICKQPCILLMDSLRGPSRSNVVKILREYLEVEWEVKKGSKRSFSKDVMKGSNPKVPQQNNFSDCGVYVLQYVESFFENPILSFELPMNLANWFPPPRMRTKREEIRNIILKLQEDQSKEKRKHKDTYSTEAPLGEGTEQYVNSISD
* hit, by the source's call; i = inactive; · = not tested or not shown. Random draw from the library. About 3.6% of those tested had a hit in this group.

| Compound | UBC13 polyUb | SENP1 FRET inh | SENP8 block-1 | Apaf1 inhib | SENP6 inh | SENP7 inh | SENP8 block-2 | A3G deaminase |
| --- | --- | --- | --- | --- | --- | --- | --- | --- |
| CC1CCCCC1NC(=O)CCS(=O)(=O)c1ccc(Cl)cc1 (stereo unspecified) | -4 | 1 | -6 | -2 | 2 | 0 | 7 | -2 |
| CC(C)c1nnc(NC(=O)c2nc(S(=O)(=O)Cc3ccccc3)ncc2Cl)s1 | 41 | 0 | -18 | -4 | -10 | -1 | 12 | 0 |
| O=C(N[C@@H](Cc1ccc(O)cc1)C(=O)O)C(c1ccccc1)c1ccccc1 | -2 | -1 | 5 | -2 | -5 | -3 | 6 | -6 |
| Cc1cc(C)c(C)c(OCC(=O)N2CCCCCC2)c1 | 4 | 1 | 1 | 8 | -7 | 6 | 24 | -8 |
| Cc1ccc(S(=O)(=O)NCCc2cc3ccc(C)cc3[nH]c2=O)cc1 | 4 | 2 | 3 | 1 | 16 | 6 | -12 | -10 |
| O=C(CCc1ccc(S(=O)(=O)NCCc2ccccc2)cc1)NCc1ccco1 | 0 | 0 | -2 | -6 | -3 | 4 | 18 | -11 |
| NS(=O)(=O)c1ccc(CCNC(=O)COC(=O)/C=C/c2cc(Br)ccc2F)cc1 | 1 | 2 | 8 | -7 | -15 | -2 | 5 | -5 |
| C[C@H](CO)N1C[C@H](C)[C@@H](CN(C)Cc2ccc(Cl)c(Cl)c2)Oc2c(NC(=O)CCC(F)(F)F)cccc2C1=O | 7 | 1 | -13 | 46* | -31 | -12 | 2 | -8 |
| O=C(CCSCCc1ccccn1)Nc1ccc(Cc2ccncc2)cc1 | -9 | 0 | 4 | -2 | 8 | -5 | 12 | 0 |
| Cc1cc(-c2ccccc2)nc2cc(C(=O)OC(C)C)nn12 | 6 | -11 | -8 | -14 | -20 | 11 | -439 | -7 |
| COC(=O)C1=C(C)N(Cc2ccccc2)C(=O)N[C@H]1c1ccco1 | -4 | -5 | -4 | 21 | -4 | 8 | -4 | -7 |
| Fc1cccc(Cn2cc(C(=S)N3CCOCC3)c3ccccc32)c1 | 3 | 1 | 5 | 5 | -4 | 6 | 16 | 2 |
| CCCC(C(=O)NCCC(C)C)N(Cc1ccc(OC)cc1)C(=O)c1snc(C(N)=O)c1N (stereo unspecified) | 10 | -14 | -5 | -4 | 10 | -6 | -432 | -7 |
| COc1ccc2ccc(C(C)(C(C)=O)C(=O)OC(C)C)cc2c1 (stereo unspecified) | 0 | 0 | -9 | 19 | 4 | -9 | 7 | -11 |
| CCOC(=O)c1c(NC(=O)C2CCCO2)sc(C(N)=O)c1C (stereo unspecified) | 16 | 0 | -4 | 3 | -5 | 3 | 5 | 0 |
| Cc1cccc(NC(=O)c2ccc(S(=O)(=O)N3CCOCC3)cc2)c1C | 1 | -1 | 1 | 10 | -19 | 3 | -2 | -8 |
| O=C(COC(=O)C12CC3CC(CC(O)(C3)C1)C2)Nc1cccc(Br)c1 | 6 | 2 | -9 | 6 | -6 | -6 | 12 | -9 |
| CCCN(CCC)CC(=O)Nc1cccc2c1OCO2 | 3 | -1 | -4 | -10 | 5 | -2 | 33 | -3 |
| Cc1cc(C(F)(F)F)n2nc(-c3cnn(C)c3C(F)(F)F)cc2n1 | -13 | 3 | -7 | 4 | -14 | -10 | -12 | -3 |
| CCCCC[C@H](O)/C=C/C1=C(CCCCCCC(=O)O)C(=O)CC1 | -16 | 0 | -1 | -1 | -14 | 13 | -1 | 3 |
| O=C(CCS(=O)(=O)c1ccc(Br)s1)NCc1ccccc1 | -8 | 1 | -14 | 12 | -4 | -9 | 6 | -3 |
| CCCCC(O)(CCN1CCOCC1)c1ccc(Cl)cc1 (stereo unspecified) | 8 | 1 | 8 | -10 | 3 | 4 | 3 | -7 |
| CCn1c(CO)nc2c1c(=O)[nH]c(=O)n2Cc1ccccc1 | 7 | -4 | 10 | 2 | 19 | 2 | 3 | -4 |
| COC(=O)/C(C#N)=C/c1ccc(N2CCOCC2)c([N+](=O)[O-])c1 | -16 | 3 | -2 | -7 | -8 | -5 | 22 | -2 |
| O=c1[nH]c(CO)nc2c1oc1ccccc12 | -7 | 0 | -7 | 2 | -18 | 4 | 22 | -1 |
| c1ccc(SCc2nc(-c3ccccn3)no2)cc1 | -6 | 0 | -19 | 2 | -13 | -4 | 23 | -2 |
| Cc1ccc(NC2CCCN(C(=O)CCc3cn[nH]c3)C2)cc1C (stereo unspecified) | 1 | 0 | -1 | -1 | -6 | 3 | 10 | -5 |
| C=CCN(CC=C)C(=O)Nc1ccc2nc(C)sc2c1 | 8 | -80 | 6 | -9 | -7 | 0 | -136 | -3 |
| Cc1ccc(-n2c(C)cc(/C=C(\C#N)C(=O)NCC3CCCO3)c2C)cc1 (stereo unspecified) | -4 | -6 | -20 | 0 | -9 | -9 | -146 | -6 |
| COc1ccccc1Nc1nc2ccccc2n1C | -3 | 3 | 40 | 0 | 46 | 36 | -2 | -6 |

Exported with values under each structure: entries from further up
Below each SMILES: UBC13 polyUb, SENP1 FRET inh, SENP8 block-1, Apaf1 inhib, SENP6 inh, SENP7 inh, SENP8 block-2, A3G deaminase
Cc1ccc(S(=O)(=O)NCCc2cc3ccc(C)cc3[nH]c2=O)cc1
    4, 2, 3, 1, 16, 6, -12, -10
O=C(CCc1ccc(S(=O)(=O)NCCc2ccccc2)cc1)NCc1ccco1
    0, 0, -2, -6, -3, 4, 18, -11

Additional records.
| Compound | UBC13 polyUb | SENP1 FRET inh | SENP8 block-1 | Apaf1 inhib | SENP6 inh | SENP7 inh | SENP8 block-2 | A3G deaminase |
| --- | --- | --- | --- | --- | --- | --- | --- | --- |
| CSc1nsc(SCC(=O)Nc2ccc(Br)cn2)n1 | -10 | -5 | -1 | 2 | -12 | -1 | 1 | -3 |
| C[n+]1cc(-c2ccccc2)oc1-c1ccccc1 | 0 | 1 | 5 | 0 | -30 | 0 | 11 | 8 |
| COc1ccc(CCn2c(-c3cc([N+](=O)[O-])cc([N+](=O)[O-])c3)nc3nc4ccccc4nc32)cc1 | -3 | 3 | 3 | 4 | -4 | 6 | 24 | 9 |
| CCCc1cc(=O)[nH]c(SCc2cc(=O)oc3c(C)c(C)ccc23)n1 | -6 | 1 | -5 | -1 | -22 | -3 | -40 | -3 |
| Clc1cccc(Oc2ncccn2)c1 | 8 | 0 | 1 | -3 | 18 | 4 | 16 | 0 |
| CCCOc1ccc(/C=N/NC(=O)c2c(-c3ccccc3)noc2C)cc1OC | -10 | 1 | 5 | 4 | -12 | 0 | 4 | -3 |
| CCOC(=O)c1cnc(SCC(=O)Nc2cc(OC)cc(OC)c2)nc1N | 3 | -1 | -4 | -1 | 10 | 3 | 8 | -4 |
| CNC(=O)c1[nH]cnc1C(=O)Nc1ccc(C)cc1 | -5 | -3 | -7 | -205 | -3 | -11 | 9 | -10 |
| O=C(Nc1ccccc1F)C1CCN(S(=O)(=O)c2cccc3nonc23)CC1 | -6 | 2 | 5 | 9 | -11 | -7 | 9 | -2 |
| CCN(CC)C(=O)CSc1nc2ncccc2[nH]1 | 3 | 1 | -4 | 3 | -4 | 13 | 9 | -1 |
| Cc1ccc(SCc2ccc(C(=O)Nc3cccc([N+](=O)[O-])c3)cc2)cc1 | 6 | 2 | -7 | 5 | -10 | 2 | 12 | 9 |
| Cc1cccc(C)c1OCc1n[nH]c(=S)n1-c1ccccc1 | 0 | 1 | -5 | 0 | -12 | 1 | 8 | 8 |
| CCOC(=O)c1nnn(CC(=O)Nc2ccccc2OC)c1C(=O)OCC | 4 | 0 | -7 | -3 | -9 | -1 | 14 | -2 |
| O=c1c(-c2nnc(SCc3ccc(Cl)cc3)o2)cccn1Cc1ccccc1 | 6 | 1 | -10 | 26 | -10 | -9 | -311 | -3 |
| CC[C@]12c3[nH]c4cc(-c5ccco5)ccc4c3CCN1C(=O)[C@@H](CC(=O)NCCN1CCOCC1)C[C@@H]2C(=O)N1CCN(C(=O)C2CC2)CC1 | · | -3 | · | 13 | · | 8 | -328 | 2 |
| CC(=O)Nc1ccc(S(=O)(=O)NNC(=O)CCC(=O)NCc2ccccc2)cc1 | -2 | 3 | -9 | -3 | -4 | 0 | 10 | -7 |
| Brc1ccc(-c2nc(-c3ccccn3)no2)o1 | 1 | -1 | 87* | 6 | 89* | 89* | 2 | -7 |
| CC(C)OC(=O)/C(C#N)=C/c1c[nH]c2ccccc12 | -21 | -14 | -9 | 17 | -20 | -7 | -5 | -7 |
| COc1cc(COc2ccc3c(C)c(CCC(=O)O)c(=O)oc3c2)cc(OC)c1OC | 0 | -1 | 0 | 4 | 4 | -6 | -251 | -1 |
| Cc1ccc(-n2c(SCC(=O)NCc3ccco3)nnc2-c2cccnc2)cc1 | 1 | 0 | -6 | 4 | 4 | 8 | 16 | -4 |
| CC(=O)C1C(c2ccc(F)c(F)c2)NC(=O)NC1(O)C(F)(F)F (stereo unspecified) | 2 | 1 | 1 | -5 | -17 | 5 | 14 | -3 |
| Cc1cc(=O)[nH]c(SCc2cccc(Br)c2)n1 | -4 | -2 | -8 | 2 | -11 | 3 | 11 | -5 |
| CCOC(=O)c1nc2nc(C)c(Cl)c(=O)n2[nH]1 | 8 | -1 | 2 | 7 | 0 | 3 | 7 | -3 |
| O=C(O)c1ccccc1-c1ccccc1C(=O)Nc1ccccc1-c1ccccc1 | -2 | 1 | -9 | 4 | -7 | 10 | 7 | 0 |
| Cc1ccc(C(=O)NC2CCN(CC(=O)NCc3cccs3)CC2)cc1 | 16 | 2 | -2 | 2 | -23 | 1 | 24 | -7 |
| Cc1ccc(S(=O)(=O)N2CCN(Cc3cc4c(cc3Br)OCCO4)CC2)cc1 | 9 | -1 | 2 | 13 | -12 | -3 | 13 | 0 |
| CNc1nc(Cl)c(SC)c(NCc2ccc(F)cc2)n1 | 18 | 2 | -1 | 13 | -26 | 0 | 13 | -3 |
| O=C(NC1CCCCC1)C(c1ccco1)N(C(=O)c1csnn1)c1ccccc1 (stereo unspecified) | -2 | -2 | 3 | -3 | -12 | 12 | 4 | -12 |
| COc1ccc(C2NC(=O)c3ccccc3N2)cc1OC (stereo unspecified) | 15 | -1 | -14 | -7 | 8 | 3 | i | -6 |
| O=C(NCCCN1CCOCC1)c1ccc2c(=O)n(Cc3ccccc3)c(=S)[nH]c2c1 | 22 | -3 | 3 | 6 | -14 | 1 | 16 | -12 |
| CC(C)(CNC(=O)c1cc2c(s1)CCCC2)N1CCOCC1 | -16 | -1 | -3 | 4 | -4 | -2 | 2 | 1 |
| CCOc1ccc(N=Nc2c(C)[nH]n(-c3ccccc3)c2=O)cc1 | -120 | -2 | -7 | 5 | -4 | 4 | 22 | -1 |
| Cc1cc(Cl)ccc1NC(=O)CCC(=O)O | 11 | 1 | -2 | -3 | -8 | 1 | 0 | -6 |
| COCCCn1c2nc3ccccc3nc2c2c(=O)n(-c3ccccc3OC)c(C)nc21 | 6 | · | -6 | 2 | -6 | 3 | · | 2 |
| Cc1c(C(=O)OCC(=O)N(C)C2CCS(=O)(=O)C2)oc2ccc(Br)cc12 (stereo unspecified) | 1 | 1 | 0 | -17 | 0 | 5 | 13 | 1 |
| COc1ccccc1Nc1ncnc2ccc(C)cc12 | -3 | -3 | -13 | 4 | 1 | -7 | -58 | -8 |
| CCOc1ccc(S(=O)(=O)NCC2CCCO2)cc1 (stereo unspecified) | 1 | 0 | 1 | -19 | -15 | 6 | 17 | 3 |
| O=C(c1cc(-c2ccco2)on1)N1CCCc2ccccc21 | 3 | 3 | 3 | 0 | -23 | 5 | 0 | -8 |
| CCOc1ccc(CCNC(=O)CCc2nc3ccccc3[nH]2)cc1OCC | 17 | -1 | -3 | -17 | -12 | -3 | 6 | -6 |
| CC(C)CCNC(=O)C1CCC(CNS(=O)(=O)c2cccc3nsnc23)CC1 (stereo unspecified) | -8 | 2 | -2 | -3 | -29 | 38 | 17 | -2 |
